PG9 Ab binder: binders of HIV-1 gp120 antibody PG9, primary screen, biochemical, TR-FRET. 360,000 compounds, 0.43% hits. inhibition, % at 6.7 µM. HIV-1 gp120 / PG9 antibody interaction. TR-FRET gp120-PG9 antibody binding; in the data active means inhibition above about 8.5%
rCAG RNA binder: binders of r(CAG) RNA repeats, primary screen, biochemical, fluorescence; r(CAG) RNA repeat, TO-PRO-1 dye displacement fluorescence; inhibition, % at 3 µM; 370,000 compounds, 1.3% hits; AID 651821, 2012;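 active means inhibition above the plate cutoff, the mean of all test compounds on that plate plus 3 SD, cut at about 35% in these data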;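 further: 0% = DMSO alone and 100% = 100 µM mitoxantrone as full dye displacement; higher means more dye released from RNA so lower well fluorescence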
SIAE inh: human SIAE inhibitors, primary screen, biochemical, fluorescence polarization, FP-Rh probe, 1536-well HTS; AID 1053197, 2014; Sialate O-acetylesterase (Homo sapiens), Q9HAT2; inhibition, % at 9.66 µM; SIAE FP-Rh probe binding; 370,000 compounds, 0.69% hits;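 active means inhibition above a cutoff: mean of compounds within the control limits plus 3 SD of those, cut at about 17% in these data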;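 further: 0% = plate median of compound wells and 100% = probe without SIAE protein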
HTRA1 inhibitor: HTRA1 serine protease inhibitors, primary screen, biochemical, fluorescence polarization, HTS | Q92743 | recombinant HTRA1, FP-rhodamine activity-based probe | inhibition, % at 5.96 µM | 340,000 compounds, 0.5% hits | AID 504803, 2011; in the data active means inhibition above about 36%;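 further: 0% = enzyme with DMSO and 100% = wells lacking enzyme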
Target sequence (Q92743 whole entry, looked up): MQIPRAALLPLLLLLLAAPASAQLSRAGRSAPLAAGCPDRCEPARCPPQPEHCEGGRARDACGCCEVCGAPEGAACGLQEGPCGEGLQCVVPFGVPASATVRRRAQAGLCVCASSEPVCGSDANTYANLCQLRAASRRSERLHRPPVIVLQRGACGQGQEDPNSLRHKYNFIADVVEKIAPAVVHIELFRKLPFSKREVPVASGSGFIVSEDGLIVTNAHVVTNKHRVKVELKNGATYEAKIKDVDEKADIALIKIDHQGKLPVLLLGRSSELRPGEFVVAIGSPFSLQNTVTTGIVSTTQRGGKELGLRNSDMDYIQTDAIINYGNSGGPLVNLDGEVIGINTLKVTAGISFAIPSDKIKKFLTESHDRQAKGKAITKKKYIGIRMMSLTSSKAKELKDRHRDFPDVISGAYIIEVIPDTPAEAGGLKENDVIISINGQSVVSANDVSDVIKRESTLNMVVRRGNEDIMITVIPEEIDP
mABHD4 FP: ABHD4 inhibitors, primary screen, biochemical, fluorescence polarization, mouse; purified mABHD4, FP-Rh probe fluorescence polarization; inhibition, % at 8.92 µM; 370,000 compounds, 0.54% hits; AID 720543, 2013;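 active means inhibition exceeding the mean over every tested compound plus 3 SD, cut at about 30% in these data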;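 further: 0% = plate median of compound wells and 100% = S159A mutant with DMSO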
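Test system: mABHD4 protein | Buffer or medium: HEPES pH 7.0 buffer, 150 mM NaCl, 0.01% Pluronic F-127 | Probe or stimulus: FP-Rh fluorescent activity-based probe, added after compound pre-incubation | Timing: Pre-incubation 45 min, probe exposure 60 min, at 25 °C | Technique: Fluorescence polarization, excitation 525 nm, emission 598 nm, BODIPY TMR filters | Repeats: Single well per compound (singlicate)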
LEDGF integ inh: blockers of LEDGF/p75-dependent integrase strand transfer – biochemical, TR-FRET, high throughput, primary screen; 370,000 compounds, 0.64% hits; TR-FRET IN-LEDGF/p75 DNA integration, Eu/Cy5; HIV-1 integrase (with human LEDGF/p75); inhibition, % at 3.7 µM; AID 743269, 2014;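 active means inhibition above the screen-wide mean plus 3 SD, cut at about 13% in these data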;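 further: signal is the Cy5 over europium emission ratio at 671 and 618 nm; 0% = plate median of compound wells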
TCR CD3 inh: inhibitors of human TCR-CD3 interaction, primary screen, biochemical, fluorescence, TAMRA-labeled TCR probe. T-cell receptor (TCR). inhibition, % at 9.4 µM. 360,000 compounds, 0.37% hits. AID 651800, 2012; in the data active means inhibition above about 19%;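 further: recombinant mutant TCR 2C K166C tagged with TAMRA read by polarization; 0% = receptor in buffer alone and 100% = receptor with positive control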
Rev-erbA mod: modulators of Rev-erb alpha DNA binding, primary screen, biochemical, FITC-DNA, fluorescence polarization, uHTS | Rev-erbα–FITC-DNA binding, 90 min | 370,000 compounds, 0.79% hits | activity, % at 10 µM;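 active means activity above about 14%, limit read from the data; passing the limit was not always enough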;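 further: 0% = DMSO wells with 35 nM protein and 100% = DMSO wells with 750 nM protein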
TDP2 absorb: human TDP2 enzyme inhibitors, primary screen, biochemical, epi absorbance, recombinant enzyme; 370,000 compounds, 0.34% hits; inhibition, % at 12.8 µM; T5PNP hydrolysis, p-nitrophenol absorbance 415 nm;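 active means inhibition above the mean of all tested compounds plus 3 SD, set per campaign, cut at about 25% in these data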;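 further: 0% = DMSO with enzyme and 100% = buffer with substrate but no TDP2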
Target sequence (O95551 whole entry, looked up): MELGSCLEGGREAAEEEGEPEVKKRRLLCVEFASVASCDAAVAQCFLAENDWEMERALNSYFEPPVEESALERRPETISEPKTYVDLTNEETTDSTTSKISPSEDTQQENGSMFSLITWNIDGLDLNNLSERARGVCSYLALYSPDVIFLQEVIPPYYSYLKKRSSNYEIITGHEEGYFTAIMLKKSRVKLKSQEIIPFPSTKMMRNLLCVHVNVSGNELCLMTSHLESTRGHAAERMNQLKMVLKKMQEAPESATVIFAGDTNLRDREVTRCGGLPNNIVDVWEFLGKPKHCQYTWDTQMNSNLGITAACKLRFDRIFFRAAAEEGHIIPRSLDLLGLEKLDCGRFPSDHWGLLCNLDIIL
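System – recombinant human TDP2 · Amount – 120 nM TDP2 per well · Buffer or medium – Mg2+-containing Tris-HCl buffer, pH 7.5 · Reagent – T5PNP substrate, 5 mM · Dosing – 12.8 µM single point, 1% DMSO · Incubation – 2 h at 37 °C · Measured by – epi absorbance · Read-out basis – percent inhibition · Benchmarks – high control without enzyme, low control DMSO plus TDP2 · Repeats – singlicate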
PRMT1 inh: PRMT1 methyltransferase inhibitors, primary screen, biochemical, fluorescence polarization; Protein arginine N-methyltransferase 1 (Homo sapiens), Q99873; recombinant PRMT1, activity-based probe fluorescence polarization; inhibition, % at 2.79 µM; 370,000 compounds, 1.3% hits;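 active means inhibition above about 21% made by adding two undisclosed values, limit read from the data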
An asterisk follows results filed as active; . = no result given.

SMILES	PG9 Ab binder	rCAG RNA binder	SIAE inh	HTRA1 inhibitor	mABHD4 FP	LEDGF integ inh	TCR CD3 inh	Rev-erbA mod	TDP2 absorb	PRMT1 inh
O=C(COC(=O)[C@@H]1CCCN1S(=O)(=O)c1ccccc1F)NCc1ccc2c(c1)OCO2	-1.6	-1	2	-4	-6	1	0	5	2	-2
COc1ccc(NS(=O)(=O)c2c(C)n(C)c(=O)n(C)c2=O)cc1OC	0.2	3	4	0	-4	4	4	-3	-6	-5
CCOC(=O)c1cnn(-c2cc(Oc3ccccc3C)ncn2)c1N	0.3	-1	-8	2	2	2	0	3	-1	0
CCN(CC)S(=O)(=O)c1ccc(N2CCOCC2)c(NC(=O)c2ccc(C#N)cc2)c1	2.0	3	-5	-9	13	0	-11	-4	3	7
O=C(C#Cc1ccccc1)Nc1ccccc1F	-0.7	0	-2	-1	-4	-2	7	4	2	-4
Cn1cccc1C(=O)OCC(=O)NC(=O)c1ccc(Cl)cc1	-1.6	0	4	1	-2	-2	0	3	8	-1
COc1ccc2c(=O)c(N3C(=O)c4ccccc4C3=O)coc2c1	-2.0	10	2	-1	-1	-1	-2	-2	-1	-2
CC(C)Cn1c(N)c(C(=O)COC(=O)C2=COCCO2)c(=O)n(C)c1=O	-0.5	-8	-4	3	-2	-3	2	3	11	-2
COc1ccc(-c2cc(-c3nnc(COC(=O)c4ccc(O)cc4)o3)c3ccccc3n2)cc1OC	-1.0	11	-77	.	-70	-6	6	-1	-6	3
Cc1cc(-c2nn(-c3ccccc3F)cc2CNCCc2cnc[nH]2)c(C)s1	-1.1	-2	1	-21	11	4	4	-6	3	-1
COc1ccc(C(=O)Oc2ccc[nH]c2=O)cc1	0.1	-3	3	7	3	-3	-3	3	0	3
COC(=O)CC1C(=O)NCCN1C(=O)c1ccc2oc(C(C)C)nc2c1 (configuration not stated)	-2.2	2	-5	3	-1	1	7	0	17	0
CCOC(=O)C1=C(O)/C(=C/c2cccc(OC)c2O)N=C1C	-21	-1	1	11	5	-8	-8	12	-11	4
Cc1cc(NC(=O)CCN2CCC(C(N)=O)CC2)ccc1Br	-1.4	0	0	6	-1	1	8	-5	1	1
CC1Oc2ccccc2N(CC(=O)Nc2ccc3c(c2)OCO3)C1=O (configuration not stated)	-1.4	5	7	1	-4	1	-9	2	-18	0
CCN(CC(=O)Nc1ccc(NC(C)=O)cc1)C(=O)c1oc2ccccc2c1C	1.2	0	4	-4	-14	1	-2	-3	-1	0
CCOc1ccc(C(=O)CCC(=O)NC(CC(C)C)C(=O)OC)cc1 (configuration not stated)	0.1	-4	3	-5	-1	1	0	0	20	-2
Oc1ccc(/C=C/c2ccnc3ccccc23)cc1	-3.8	9	-4	-1	-6	2	-5	0	-11	-3
C=CCN1C(=O)/C(=C\c2cccc(OC(=O)c3ccco3)c2)SC1=S	0.6	4	13	-3	-2	1	-7	5	6	1
CCN1C(=O)[C@H]2[C@@H](c3ccc(C)cc3)N3C(=O)N(c4cccc(Cl)c4)C(=O)[C@@]3(Cc3ccc(Cl)cc3)[C@H]2C1=O	-4.6	7	-11	-49	-12	-1	0	-3	-5	-1
CCOC(=O)COc1ccc(Br)cc1/C=C/c1[nH]c(=O)[nH]c(=O)c1[N+](=O)[O-]	1.2	77*	-12	-3	-4	-2	-1	-2	-49	5
CC(NC(=O)C(=O)Nc1nccs1)c1ccccc1 (configuration not stated)	-1.6	-2	5	10	-7	1	-3	-3	-2	0
CCCCNC(=S)N/N=C/c1ccc(C)s1	-1.3	0	0	-4	9	-2	-1	-3	0	3
CCC(C(=O)NC1CCCC1)N(C(=O)Cn1nnc(-c2ccc(C)o2)n1)c1ccccc1OC (configuration not stated)	-2.3	-5	6	-16	8	-2	10	-4	-8	0
CSc1ccc(Cl)c(C(=O)OCC(=O)NCc2ccco2)c1	-0.3	5	0	1	1	-1	-6	-1	1	10
COc1ccc(NS(=O)(=O)c2cc(N/C(=N\S(=O)(=O)c3ccccc3)c3ccc(F)cc3)ccc2Cl)cc1	3.1	14	-82	-52	-51	-1	-3	-2	-7	1
O=C(NC(=S)Nc1cccc(O)c1)C1CCCCC1	-0.6	0	-2	-4	-4	-1	4	-1	-5	0
CCCc1nnc(SCC(=O)Nc2ccc(OC)cc2)o1	0.7	1	4	9	-3	4	3	1	6	-4
CCCCCC(=O)N1C[C@H](O)[C@@H](n2cc(COC(=O)c3ccccc3)nn2)C[C@@H]1c1ccc(Cl)cc1	0.5	5	2	-29	-6	-2	1	-5	4	4
O=C1c2ccccc2C(=O)N1OCCCN1C(=O)c2ccccc2S1(=O)=O	-1.9	0	1	-12	3	-3	2	0	1	2
Cc1c(OC(C)C(=O)NCC(O)c2ccccc2)ccc2c3c(c(=O)oc12)CCC3 (configuration not stated)	0.6	-1	-4	-13	3	0	3	-2	-9	-1
Cc1ccc(S(=O)(=O)N(CC(O)CN2CCCCC2)c2ccccc2)cc1 (configuration not stated)	-1.3	3	2	6	-7	1	6	2	9	-3
CCC(Oc1ccc(F)cc1)C(=O)N1CCCCCCC1 (configuration not stated)	-0.9	-2	-2	10	7	-6	-7	10	-2	2
COc1ccccc1N1CCN(C(=O)CCCCn2c(=O)[nH]c3ccsc3c2=O)CC1	-0.3	3	2	-2	-10	4	-13	-1	-11	5
CCCCn1nnnc1C(c1ccccc1)N1CCN(c2ccccc2)CC1 (configuration not stated)	-0.5	1	6	.	10	-2	3	3	2	1
O=C(CN(C(=O)c1csnn1)c1ccc(F)cc1)NCCc1ccccc1	-0.8	0	-1	2	3	3	8	0	10	1
COCCCN1C(=O)C(=O)/C(=C(/O)c2ccc(S(=O)(=O)N3CCCCC3)cc2)C1c1ccc(F)cc1 (configuration not stated)	-0.5	9	-2	-4	-1	0	4	-4	15	2
Cn1c(=O)n(CC(=O)NCC2CCCO2)c(=O)c2c3c(sc21)CCCC3 (configuration not stated)	1.0	0	-2	6	-2	-1	11	-2	7	4
CC(NC(=O)NCCCn1ccnc1)(C(F)(F)F)C(F)(F)F	-1.4	1	-6	3	5	-2	7	2	-4	-1
COc1ccccc1NC(=O)c1ccc(NC(=O)C2CC2C)cc1 (configuration not stated)	0.1	4	-8	-20	-5	0	4	-6	8	-3
O=C(NCc1ccccc1)c1cc(C2COCCN2C(=O)c2cccs2)on1 (configuration not stated)	-1.1	0	1	.	2	2	5	2	0	-4
Cc1ccc(S(=O)(=O)c2nc(S(C)(=O)=O)sc2N2CCCCCC2)cc1	0.2	-2	-3	-4	5	0	-1	-1	17	0
CCOc1ccc(C(=O)Nc2nnc(C3=COCCO3)o2)cc1	-1.2	6	7	4	1	2	0	-1	14	4
COc1ccc(N(CC(=O)NCc2ccco2)S(=O)(=O)c2c(C)nn(C)c2C)cc1	1.9	2	-2	-3	-4	1	-10	1	-8	-3
O=C(N/N=C\c1ccc(-c2ccc([N+](=O)[O-])cc2)o1)C1COc2ccccc2O1 (configuration not stated)	0.8	6	-16	-1	1	0	6	8	3	1
CCC(=O)Nc1ccc(N2CCC(C)CC2)cc1	-4.9	-2	6	1	8	-1	5	-3	-13	-3
CC1(c2nnc(-c3ccc(F)cc3)o2)CC(c2cccnc2)=NO1 (configuration not stated)	-0.8	-2	-6	-8	-1	0	-5	-1	3	-4
O=C(c1cc2nc(-c3ccco3)cc(C(F)(F)F)n2n1)N1CCN(c2ccccc2)CC1	2.0	1	-3	-6	1	-1	-2	-1	-7	-1
CC(C)(C)c1ccc2c(c1)OC(C(=O)N/N=C\c1ccc[nH]1)CO2 (configuration not stated)	-0.1	1	9	0	3	2	0	0	8	0
O=C(NC(=S)Nc1cc(Cl)ccc1N1CCOCC1)c1ccccc1[N+](=O)[O-]	-3.2	0	-3	-23	0	2	-3	-1	-1	-2
CC(C)c1cc(CNC(=O)CC2C(=O)NCCN2CC2CCCCC2)on1 (configuration not stated)	1.1	-6	-2	8	1	1	3	-1	11	-6
Cn1cccc1C(C(=O)NC1CCCCC1)N(C(=O)Cc1cccs1)c1ccc2c(c1)OCO2 (configuration not stated)	0.4	-4	-4	4	3	1	1	1	5	0
CCCS(=O)(=O)NC(=O)C1(C)CCN(C(=O)c2c(F)cccc2F)C1 (configuration not stated)	1.8	0	-1	.	-8	7	0	8	0	-7
Cc1c(C)c(C)c(S(=O)(=O)N2CCNCC2)c(C)c1C	-0.6	0	-3	6	-3	-1	7	-2	-4	-2
CCC1(C)Cc2ccccc2-c2nc(-c3ccccc3)oc(=O)c21 (configuration not stated)	-0.2	-1	-7	-4	0	0	6	3	0	-3
COc1cccc(-n2c(COc3ccc(C)cc3)nnc2SCC(N)=O)c1	-2.1	-6	3	-1	1	0	0	-4	-14	1
COc1ccc(NC(=O)Cn2nnc(C(=O)NCCc3ccc(OC)c(OC)c3)c2N)cc1	-0.5	0	-4	2	3	-2	1	2	-6	0
CC(C)(C)OC(=O)NCCCC[C@H](NC(=O)c1[nH]cnc1C(=O)N[C@@H](Cc1ccccc1)C(=O)OCc1ccccc1)C(=O)OC(C)(C)C	-2.1	12	-16	-31	-27	-1	-1	0	-10	3
CCCC(=O)Nc1c(-c2ccccc2)c(=O)c(C)nn1-c1ccc(C)cc1	-0.5	0	-6	3	0	-4	-4	-3	8	-1
COc1cccc(/C=N\NC(C)=O)c1OC/C=C/c1ccccc1	-0.2	-3	3	2	6	-4	2	5	12	3

In another format: entries from further up
Fields – PG9 Ab binder | rCAG RNA binder | SIAE inh | HTRA1 inhibitor | mABHD4 FP | LEDGF integ inh | TCR CD3 inh | Rev-erbA mod | TDP2 absorb | PRMT1 inh
COC(=O)CC1C(=O)NCCN1C(=O)c1ccc2oc(C(C)C)nc2c1 (configuration not stated)
  -2.2 | 2 | -5 | 3 | -1 | 1 | 7 | 0 | 17 | 0
CCOC(=O)C1=C(O)/C(=C/c2cccc(OC)c2O)N=C1C
  -21 | -1 | 1 | 11 | 5 | -8 | -8 | 12 | -11 | 4

Bioassay records from PubChem.

Only part of the results is shown (hit frequency here may not be typical).
